Peg3 prom inh: inhibitors of Peg3 promoter; 360,000 compounds, 1.7% hits; HeLa PEG-Prom luciferase reporter, luminescence, overnight; inhibition, % at 20 µM; AID 588405;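 active = inhibition of at least 50% at 20 µM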
CF NFkB block: cystic fibrosis NF-kB activation inhibition; KKLEB NF-kB-GFP reporter, PAF-induced, GFP fluorescence overnight; inhibition, % at 5 µM; 360,000 compounds, 0.86% hits; AID 588850;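 active = at least 50% inhibition at 5 µM, scaled per plate between neutral and stimulator controls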;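 also: PAF is a Pseudomonas aeruginosa culture filtrate used as stimulus; plate controls were PAF-stimulated DMSO wells for no effect and unstimulated DMSO wells for full effect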
NR2E3 ag-1: agonists of human nuclear receptor NR2E3. Q9Y5X4. GST-NR2E3/biotin-RetCOR TR-FRET, 1536-well. inhibition of corepressor binding, % at 4.78 µM. 320,000 compounds, 0.12% hits. AID 2300;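 active = percent inhibition above the cutoff of mean plus 3 SD of all tested compounds, set per screening campaign, cut at about 20% in these data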;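 also: 0% = DMSO wells and 100% = biotin wells as full block of FRET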
Target sequence (Q9Y5X4 whole entry, looked up): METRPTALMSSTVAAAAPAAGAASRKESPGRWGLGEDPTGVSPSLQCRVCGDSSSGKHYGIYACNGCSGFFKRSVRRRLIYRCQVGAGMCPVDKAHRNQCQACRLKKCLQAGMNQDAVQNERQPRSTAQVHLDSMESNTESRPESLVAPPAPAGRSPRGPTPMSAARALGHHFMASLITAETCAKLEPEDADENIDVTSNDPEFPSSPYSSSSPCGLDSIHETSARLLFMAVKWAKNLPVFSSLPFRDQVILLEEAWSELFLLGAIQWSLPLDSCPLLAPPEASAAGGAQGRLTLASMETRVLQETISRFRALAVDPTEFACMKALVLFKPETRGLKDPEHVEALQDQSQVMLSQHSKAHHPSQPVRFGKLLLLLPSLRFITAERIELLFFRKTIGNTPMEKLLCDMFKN
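Material – GST-tagged NR2E3 plus biotinylated RetCOR corepressor · Quantity – NR2E3 fusion 1.35 nM · Times – 5 h incubation at 4 °C · Medium – pH 7.5 Tris-based buffer · Technique – TR-FRET, Eu(K)-anti-GST donor, streptavidin-D2 acceptor, ex 340, em 617/671 nm · Benchmarks – high control biotin, low control 0.6% DMSO · Format – 1536-well plates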
Shn3 inh set2: inhibitors of Schnurri-3 3'UTR reporter in osteoblasts. Clone20 osteoblast Shn3 3'UTR firefly luciferase, 24 h. 360,000 compounds, 0.52% hits. inhibition, % at 12.5 µM;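 active = mean inhibition of at least 75% with every replicate also reaching 75%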;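 also: 0% = median of neutral control wells and 100% = pilot-screen positive control compound; some compounds past the cut are filed as inactive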
NR2E3 ag-2: agonists of human NR2E3 nuclear receptor; Q9Y5X4; CHO-S Gal4-NCOR/VP16-NR2E3 two-hybrid, luciferase; inhibition of corepressor binding, % at 3.98 µM; 360,000 compounds, 0.35% hits; AID 602229;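 active = inhibition above the mean of all tested compounds plus 3 SD, cut at about 70% in these data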;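 also: 0% = DMSO with NR2E3 transfected cells and 100% = cells lacking NR2E3 construct; higher means lower luciferase signal from less NR2E3 corepressor binding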
KKLEB tox: reduces viability of KKLEB cystic fibrosis airway cells | 360,000 compounds, 0.36% hits | KKLEB CF airway cells viability, ATPlite luminescence, overnight; hits give low values; cells stimulated with P. aeruginosa culture filtrate | AID 602141 | activity change (cytotoxicity), % at 5 µM;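 active = corrected activity change at or below -50% at 5 µM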
LMP1 NFkB inh: inhibitors of Epstein-Barr LMP1-induced NF-kappaB reporter; LMP1-induced NF-kappaB luciferase reporter cells, luminescence; 350,000 compounds, 0.69% hits; inhibition, % at 12.5 µM; in the data active = inhibition above about 41%;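 also: 0% = neutral control wells and 100% = reference inhibitor control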
hiPSC survival: enhancers of human iPSC single-cell survival. hiPSC single-cell survival, ATPlite luminescence; 100% = ROCK inhibitor wells, 0% = DMSO. survival enhancement, % at 20 µM. 360,000 compounds, 0.044% hits; in the data active = survival enhancement above about 18%;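 also: cells exposed to compounds for 16 hours before the ATP read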
C8 TRAIL sens: sensitizes caspase-8 expressing cells to TRAIL. NB7+C8 cells + TRAIL, ATPlite viability luminescence. inhibition (viability loss, TRAIL sensitization), % at 10 µM. 360,000 compounds, 1% hits;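 active = compounds causing at least 50% loss of cell viability in the single-dose screen, relative to plate controls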
HIF-2a inh: inhibitors of HIF-2a; 786-0 RCC cells HIF-2a reporter, luciferase luminescence, overnight; inhibition, % at 18.8 µM; 360,000 compounds, 0.72% hits;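 active = inhibition of the luminescence signal of 40% or more relative to plate controls, in a single-dose primary screen at 18.75 µM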
MITF TRPM1 inh: MITF TRPM1 promoter inhibition in SK-MEL-5 cells | SK-MEL-5 TRPM1 promoter luciferase, 24 h | inhibition, % at 12.5 µM | 330,000 compounds, 0.83% hits | AID 488899;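 active = mean inhibition across replicates of 60% or more, whatever share of single replicates reaches that level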; also: values of inactives mirror those of a sister screen read the other way
Numbers without * were called inactive; . = not tested or not shown. Not all compounds are listed; rates above refer to the full screens.

SMILES	Peg3 prom inh	CF NFkB block	NR2E3 ag-1	Shn3 inh set2	NR2E3 ag-2	KKLEB tox	LMP1 NFkB inh	hiPSC survival	C8 TRAIL sens	HIF-2a inh	MITF TRPM1 inh
CC(C(=O)Nc1ccccc1C(=O)N1CCOCC1)N(c1ccccc1)S(C)(=O)=O (configuration not stated)	2.0	7.5	-4.7	0.9	-12.7	2.1	-0.6	-3.1	4.2	16.4	-7.3
CC1CN(C(=O)c2cc3cc(F)ccc3[nH]2)CC(C)O1 (configuration not stated)	-34.9	0.2	.	-16.3	-17.3	-1.3	-2.2	1.2	-13.5	-40.0	16.8
O=C(NCc1ccc(C(F)(F)F)cc1)C1CC(c2c(Cl)cccc2Cl)=NO1 (configuration not stated)	12.8	9.1	0.8	2.8	13.0	4.8	-2.6	-0.1	-6.4	-0.4	-12.3
Cc1nc2ccc(NC(=O)c3ccc(Cl)c([N+](=O)[O-])c3)cc2s1	-11.3	12.8	-1.4	-47.0	-5.9	-0.8	0.5	2.9	-0.7	-34.9	-9.1
COc1ccc(CN2CCCC(C(=O)Nc3cccc(-n4cccn4)c3)C2)cc1 (configuration not stated)	8.2	-19.0	-3.1	18.3	-26.7	5.3	-2.2	-0.2	7.5	9.6	24.4
COc1ccc(S(=O)(=O)NNC(=O)c2csc(-n3nc(C)cc3C(F)(F)F)n2)cc1	16.5	7.4	0.3	10.0	-5.0	-15.6	4.1	-2.6	-11.7	7.1	-0.7
Cc1cccc(N2CCN(C(=O)N3CCOCC3)CC2)c1C	33.7	17.9	-1.8	23.1	11.4	-9.6	-13.8	-0.4	-23.9	10.9	5.6
O=C(COC(=O)C1(c2ccc(F)cc2)CCCC1)N1CCOCC1	-20.9	-23.1	-0.1	-1.5	-0.5	6.1	-4.3	-1.0	-15.2	-9.0	0.3
O=C(NN=Cc1ccccc1Cl)c1ccc(-n2cnnn2)cc1	8.1	5.4	.	-8.2	17.9	-8.1	1.7	-0.5	0.6	1.2	-15.6
COc1cc(NC(=O)COc2ccccc2Cl)ccc1NC(=O)c1cccs1	-49.6	16.4	-0.6	9.2	-2.8	-5.9	-0.2	0.1	-16.7	-163.5	-40.4
CCCCn1c(CNC(=O)c2cccs2)nc2ccccc21	14.7	4.4	3.5	9.5	-8.1	1.6	-0.4	-1.3	-7.1	-1.7	.
CCc1nc2c(OCc3cc(Cl)cc(Cl)c3)cccn2c1N(C)C(=O)c1ccccc1F	31.5	8.0	.	13.6	12.4	-10.1	.	-1.9	-1.1	-7.5	.
Nc1ccc[n+](Cc2ccccn2)c1	11.2	1.2	5.0	-1.6	-4.6	-3.7	-1.2	3.4	-2.9	10.0	-2.4
Cc1ccc(CN2CCN(CC(=O)N=Nc3c(O)[nH]c4ccccc34)CC2)cc1	31.2	-14.7	-0.8	12.1	-5.0	-6.2	19.2	-2.8	-12.4	17.3	0.0
COCCNC(=O)c1ccccc1NC(=O)c1ccc(Cl)c(S(=O)(=O)Nc2ccc(C)cc2C)c1	14.0	9.0	1.8	25.8	-6.9	17.2	1.0	-2.1	-11.5	19.8	17.0
O=C(CN(c1ccccc1)S(=O)(=O)c1ccccc1)NCCSCc1ccco1	6.4	-6.7	1.2	20.6	-9.4	-3.2	3.2	3.5	-10.8	13.0	6.1
CCCCCn1c(CN2CCN(C(=O)OCC)CC2)nc2c1c(=O)n(C)c(=O)n2C	-9.9	10.9	-4.6	11.6	-39.5	-10.9	1.1	-1.3	-2.9	5.2	9.0
COC(=O)c1cc2ccsc2n1CC(=O)NCC1CCCO1 (configuration not stated)	-8.8	-0.6	-1.0	0.7	-3.0	14.0	2.6	-1.0	-0.6	11.9	-7.1
Cc1ccc2nc3n(c(=O)c2c1)-c1cc2ccccc2cc1C(=O)NC3Cc1ccc(O)cc1 (configuration not stated)	69.1*	-21.9	.	25.0	-16.3	-6.9	12.1	-2.7	26.3	10.0	.
COC(=O)c1c(NC(=O)CSc2ncn[nH]2)sc(C)c1C	32.5	33.6	1.8	5.3	-6.8	13.7	-2.7	0.3	-15.1	8.0	20.9

Three compounds from above with just NR2E3 ag-2, Peg3 prom inh and C8 TRAIL sens.
| SMILES | NR2E3 ag-2 | Peg3 prom inh | C8 TRAIL sens |
| --- | --- | --- | --- |
| O=C(CN(c1ccccc1)S(=O)(=O)c1ccccc1)NCCSCc1ccco1 | -9.4 | 6.4 | -10.8 |
| COc1ccc(S(=O)(=O)NNC(=O)c2csc(-n3nc(C)cc3C(F)(F)F)n2)cc1 | -5.0 | 16.5 | -11.7 |
| CCCCCn1c(CN2CCN(C(=O)OCC)CC2)nc2c1c(=O)n(C)c(=O)n2C | -39.5 | -9.9 | -2.9 |

Carrying on.
SMILES	Peg3 prom inh	CF NFkB block	NR2E3 ag-1	Shn3 inh set2	NR2E3 ag-2	KKLEB tox	LMP1 NFkB inh	hiPSC survival	C8 TRAIL sens	HIF-2a inh	MITF TRPM1 inh
Cn1nc(C(=O)OCCN2C(=O)c3ccccc3C2=O)c2ccccc2c1=O	8.3	2.0	3.4	-8.1	-13.9	-9.2	-0.3	-2.2	2.8	1.7	5.9
Cc1ccc(O)c(C(=O)c2cc(C#N)c(=O)n(-c3c(C)n(C)n(-c4ccccc4)c3=O)c2)c1	15.5	11.8	-1.3	-13.9	7.3	3.2	4.9	-1.6	6.2	17.6	12.5
COc1ccc(C(=O)Nc2ccc(NC(=O)CSc3nnc(-c4ccncc4)n3C)cc2)cc1	-6.4	14.6	1.5	-11.0	-23.5	-7.2	-5.0	-0.2	11.9	4.1	9.0
Cc1ccc(S(=O)(=O)N2CCN(C(=O)CSc3nccn3C)CC2)cc1	-2.8	7.4	1.1	-8.9	0.5	-4.3	0.3	-0.5	2.7	12.1	-3.7
On1c(-c2ccccc2)nc2ncccc21	23.7	20.0	2.2	-9.0	-1.1	-5.0	-2.3	-0.2	-1.3	2.0	11.1
CCc1nnc(NC(=O)C2CCCN2C(=O)Nc2ccccc2OC)s1 (configuration not stated)	-13.9	-1.3	0.3	-6.2	6.4	3.5	-2.8	3.3	-9.2	11.9	-3.9
Cc1ccc(S(=O)(=O)n2cc(C=O)c3ccccc32)cc1	30.4	-16.0	3.2	.	9.2	-4.4	-0.8	-0.7	5.7	19.7	8.9
O=c1[nH]cc(S(=O)(=O)c2ccccc2)[nH]1	0.2	0.3	6.8	-0.8	2.3	8.9	-5.8	-0.3	-6.3	7.4	-2.5
O=C(COCc1cc(-c2ccc3c(c2)OCO3)on1)N1CCN(c2cccc(C(F)(F)F)c2)CC1	20.7	-17.9	2.2	6.0	-21.4	3.6	-9.3	0.2	-2.9	-0.4	-8.7
CCCC(=O)C1=C(N2CCCCC2)CC(C)(C)C(C(=O)OC)C1=O (configuration not stated)	13.8	8.7	1.8	13.2	1.3	-4.8	14.1	-0.3	10.5	6.2	9.7
Cc1ccc(CN2CCN(/N=C/c3cc(Br)ccc3F)CC2)cc1	16.1	-6.8	3.2	4.9	4.2	2.1	1.6	-0.5	16.2	11.9	1.0
COC(=O)[C@H](CCSC)NC(=O)NCc1cccs1	10.1	-17.9	1.0	-1.4	5.1	18.8	-10.2	-1.1	5.7	4.2	1.9
CCOc1cc(N2CCOCC2)c(OCC)cc1NC(=O)C1=NN(c2cccc(C)c2)C(=O)CC1	21.8	2.9	0.5	0.7	-13.8	-3.8	-3.0	0.6	3.1	25.8	-0.1
COc1ccc(C(=O)COC(=O)C(C(C)C)N2C(=O)C3C4C=CC(C4)C3C2=O)cc1 (configuration not stated)	-4.2	1.2	0.9	-0.8	-4.0	-6.3	-4.5	-3.7	-11.0	6.5	-6.2
O=C(CNC(=O)c1cccc(OC(F)F)c1)OCc1cc(=O)n2cc(Br)ccc2n1	7.7	-4.7	-0.2	-2.5	-8.6	2.3	3.2	-0.7	11.8	5.7	-2.8
Cc1ccc2nc(SCC(=O)N3CCC(C)CC3)nc(=O)n2c1	-2.3	11.7	1.5	-3.4	-19.2	-32.3	-6.7	-0.5	9.0	12.4	-7.8
NS(=O)(=O)c1ccc(N2CCN(S(=O)(=O)Cc3ccccc3)CC2)nc1	-12.3	-22.2	.	2.6	12.9	13.6	-5.2	-1.1	5.4	1.8	-9.8
CCN(CC)S(=O)(=O)c1ccc(NC(=O)COC(=O)CNC(=O)C2CCCCC2)cc1	1.4	-9.9	.	-7.3	3.1	-1.8	0.7	-0.6	-19.4	4.7	-3.3
CC(=O)Nc1ccc(S(=O)(=O)Nc2cc(Cl)ccc2N2CCOCC2)cc1	19.2	3.6	.	7.9	11.6	-2.8	-3.3	0.6	10.9	15.9	8.9
COc1ccccc1N1C(=O)C2CC=CC(C)C2C1=O (configuration not stated)	14.0	-11.1	2.8	8.6	-17.2	1.7	5.4	-1.5	-12.0	11.8	3.1
CSC(=O)CC(=O)NC(=O)c1ccccc1	4.5	-1.5	1.3	-3.3	8.2	-4.8	-7.2	1.6	-14.1	28.0	4.8
O=C(Nc1c(C(=O)N2CCOCC2)cnn1-c1ccccc1)c1ccccc1	17.6	-2.6	-0.5	1.0	-8.2	13.7	-5.5	-1.8	0.3	19.4	2.6
CC(C)=CCc1c(O)c(CC=C(C)C)c2occ(-c3ccc(O)cc3)c(=O)c2c1O	-29.7	26.0	-0.4	-29.8	-13.4	14.8	-4.6	1.1	-16.3	-204.1	.
O=C(CCN1C(=O)[C@@H]2Cc3ccccc3CN2C1=O)N[C@@H](Cc1ccccc1)C(=O)O	0.1	-17.1	2.9	-11.1	-26.9	0.9	0.4	-0.1	-9.0	-5.7	.
CSc1ccc(/C=N/NC(=O)c2ccccc2Cl)cc1	-167.9	-2.2	-0.6	-49.2	-51.0	-0.3	-15.2	-0.6	20.7	-290.2	-40.5
COC(=O)Cc1csc(NC(=O)c2ccc3ncsc3c2)n1	-158.1	-4.9	-1.2	-72.5	-116.5	0.3	-18.3	-0.7	-6.0	-141.4	-62.7
Cc1nc(-c2cccc(-c3noc(C)n3)c2)no1	-34.2	3.0	1.4	-12.5	-24.6	5.6	-3.9	2.0	3.7	-54.4	-15.6
OC1CCCC1NCc1ccnc2cc(Cl)ccc12 (configuration not stated)	11.6	-8.8	.	10.3	-14.9	-4.6	8.2	0.4	5.6	-4.6	-2.2
COc1ccc(S(=O)(=O)N2CCCCCC2)cc1NS(=O)(=O)c1cc(C(=O)O)cc(C)c1C	0.9	-9.3	1.6	-12.0	-32.9	13.1	7.2	0.5	29.3	-6.4	-4.6
CC(=O)NN1C(=O)/C(=C\c2ccc(Br)o2)SC1=S	7.1	-0.7	8.3	-8.5	-22.5	-0.3	4.6	-0.7	-4.5	21.6	13.3
CC(=O)Nc1ccc(S(=O)(=O)N2CCC3(CC2)CC(=O)c2ccccc2O3)cc1	0.3	-2.2	1.4	19.4	21.6	12.7	1.0	-0.4	13.1	12.4	-3.1
